PrPC surface inh: inhibitors of human cell surface prion protein PrPC | TR-FRET read-out | P04156 | 370,000 tested, 0.43% active | inhibition, % at 13.8 µM; in the data active = inhibition above about 24%; note: 0% = median of the test wells and 100% = reference compound wells
Yp Topo-I inh: Y. pestis Topo-I inhibition via cleavage products; Y. pestis Topo-I cleavage product accumulation, plate reader; activity, % at 10 µM; 360,000 tested, 0.064% active; AID 504884; in the data active = activity above about 50%, passing the limit was not always enough; inconclusive = no clear call, values can overlap the other calls; note: inactives centre near 2
Anthrax LF prot: blocks Bacillus anthracis lethal factor protease. P15917. multiplex microsphere protease cleavage assay, LF. inhibition, % at 10 µM. 360,000 tested, 0.12% active. AID 588501; note: plate controls were buffer without enzyme for full effect and enzyme alone for no effect
Target sequence (P15917 whole entry, looked up): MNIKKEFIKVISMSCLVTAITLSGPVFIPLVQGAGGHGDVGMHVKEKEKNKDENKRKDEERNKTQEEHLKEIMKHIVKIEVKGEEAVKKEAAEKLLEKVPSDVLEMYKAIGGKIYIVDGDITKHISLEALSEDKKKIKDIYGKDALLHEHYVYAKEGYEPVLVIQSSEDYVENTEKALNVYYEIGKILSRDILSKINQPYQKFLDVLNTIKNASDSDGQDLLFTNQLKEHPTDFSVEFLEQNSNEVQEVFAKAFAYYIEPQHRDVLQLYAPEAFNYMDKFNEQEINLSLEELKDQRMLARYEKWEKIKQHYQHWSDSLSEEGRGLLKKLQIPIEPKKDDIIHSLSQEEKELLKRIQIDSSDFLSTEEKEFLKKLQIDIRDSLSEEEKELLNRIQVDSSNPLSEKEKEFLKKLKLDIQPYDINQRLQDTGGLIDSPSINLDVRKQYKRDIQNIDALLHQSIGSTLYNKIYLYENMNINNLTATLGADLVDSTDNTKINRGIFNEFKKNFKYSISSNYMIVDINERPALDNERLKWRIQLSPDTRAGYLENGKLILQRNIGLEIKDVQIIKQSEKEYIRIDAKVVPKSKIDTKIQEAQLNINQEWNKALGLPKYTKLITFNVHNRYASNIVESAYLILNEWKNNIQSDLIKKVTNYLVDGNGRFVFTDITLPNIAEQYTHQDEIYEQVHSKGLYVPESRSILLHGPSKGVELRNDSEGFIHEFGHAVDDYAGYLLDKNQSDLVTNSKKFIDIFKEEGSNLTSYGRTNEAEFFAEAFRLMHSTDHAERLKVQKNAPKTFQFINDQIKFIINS
BH1578 lux ind: quorum light induction in luxS cqsA deficient V. cholerae. V. cholerae BH1578 lux reporter, luminescence, 6 h. activation, % at 18.7 µM. 350,000 tested, 0.16% active; in the data active = activation mostly above about 9.7%, no sharp cut-off; inconclusive = no clear call, values can overlap the other calls; inactive = mostly below about 3.7%; note: not every result past the cut was called active; inactives centre near 0; reference of the scale not given here
SSB-PriA inh: blocks PriA binding to SSB C-terminal tail. 430,000 tested, 0.6% active. inhibition, % at 33 µM. AlphaScreen SSBct-PriA binding, biotinylated peptide; in the data active = inhibition mostly above about 37%, no sharp cut-off; inactive = mostly below about 20%;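 note: plate controls were negative control peptide for no effect and reference peptide for full effect; strong numbers were not always called active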
3CLpro inhibitor: SARS-CoV 3CLpro protease inhibition; recombinant SARS-CoV 3CLpro, quenched FRET peptide cleavage; inhibition, % at 6 µM; 290,000 tested, 0.14% active; in the data active = inhibition above about 12%
BoNT A protease: blocks Botulinum neurotoxin A light chain protease. multiplex microsphere protease substrate cleavage, flow cytometry. inhibition, % at 10 µM. 360,000 tested, 0.17% active; note: plate controls were buffer without enzyme for full effect and enzyme alone for no effect
PfHsp40 yeast: compounds rescuing yeast from Plasmodium falciparum HSP40 toxicity; S. cerevisiae expressing PfHsp40, growth rescue, ATP luminescence; growth rescue, % at 12.5 µM; 340,000 tested, 0.68% active; AID 504582; in the data active = growth rescue above about 28%, passing the limit was not always enough; inconclusive = no clear call, values can overlap the other calls;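 note: yeast W303a lacking pdr1 and pdr3 grown in galactose medium; growth measured after three days at 30 °C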
TcdB GH inh: blocks C. difficile toxin B glycohydrolase activity. TcdB glycohydrolase enzymatic assay, plate reader. P18177. inhibition, % at 9.99 µM. 350,000 tested, 0.24% active; in the data active = inhibition above about 10%
An asterisk follows results filed as active; i = inactive; ? = inconclusive; . = not tested or not shown; & = joins results of further samples. Cut-off read from the data, not from the text of the source, unless noted: active = inhibition above about 30%; inconclusive = no clear call, values can overlap the other calls; inactive = below that.

The line under a structure holds: PrPC surface inh	Yp Topo-I inh	Anthrax LF prot	BH1578 lux ind	SSB-PriA inh	3CLpro inhibitor	BoNT A protease	PfHsp40 yeast	TcdB GH inh
> CCN1CCN(CCNC(=O)c2cc(Cl)c(NC(=O)C3=C(C)OCCS3)cc2OC)CC1
    4	1	0	-0.1	-2	-2	0.2	0.7	-0.3
> CNC(=O)Oc1ccc(-c2cn3cc(C)ccc3n2)cc1
    0	-1	-2	-0.6	-3	-1	2.3	-1.7	2.6
> COc1ccc(C2Nc3cccc4cccc(c34)N2)cc1
    -1	-31	-2	-0.2	15	-1	0.0	-0.6	1.1
> O=C(CCN1CCN(c2ccccc2)CC1)Nc1ccc2c(c1)OCO2
    0	4	-1	i	9	-5	-0.4	-0.6	.
> COc1ccc(C)cc1NC(=O)C1CCCN(S(=O)(=O)c2ccc(-n3cnnn3)cc2)C1 (stereo unspecified)
    -4	10	-8	-0.1	10	5	-1.9	0.7	-0.8
> O=C(COC(=O)c1cccnc1)c1ccc(Cl)cc1
    2	2	0	0.1	-8	6	0.2	-0.8	1.8
> COc1ccc(OC)c(CNc2nc3ccccc3n2CCN2CCCCC2)c1
    -8	19	-2	-1.9	15	-3	-0.2	0.0	.
> O=C(Nc1ccnn1C1CCN(Cc2ccccc2)CC1)C1CCCC1
    -6	6	3	i	1	1	-1.4	-0.2	1.0
> O=C(Nc1ccccc1)c1ccccc1N=Cc1ccccc1O
    19	-6	0	-0.3	-7	-1	0.1	-0.5	-1.1
> CC(=O)Oc1cccc(/C=C2\C=C(c3ccc(C)cc3)OC2=O)c1
    2	-4	6	i	-10	-1	0.1	1.4	-0.2
> CCC(=O)NC(=S)Nc1ccc(NC(=O)COc2ccccc2)cc1
    7	8	0	1.4	9	4	0.1	0.7	0.9
> C=CCn1nnnc1SCC(=O)Nc1ccc(OC)cc1
    4	6	5	i	-4	2	0.0	-1.1	0.5
> CCOC(=O)N1CCC(NC(=O)Cn2ncc3ccccc32)CC1
    5	-2	-7	-10	-3	0	0.4	-1.2	.
> CC(C)CN(C(=O)CN1CCN(c2ccc(F)cc2)CC1)c1c(N)n(CC(C)C)c(=O)[nH]c1=O
    -4	-1	-1	-0.1	-4	1	0.4	-0.3	.
> CCOc1cc(C(=O)OCC(=O)Nc2cccc(C)c2)ccc1OCC(=O)N1CCOCC1
    6	0	-2	-0.3	0	3	0.8	?	0.5
> Cc1noc(-c2ccc(Cl)cc2)c1C(=O)O/N=C(\N)c1ccc(C(C)(C)C)cc1
    -4	-8	2	-0.4	i	-4	0.7	0.2	-0.8
> CCOC(=O)C1CCN(CC(=O)c2c(C)[nH]c3ccccc23)CC1
    -7	5	-4	i	-8	-4	-0.3	3.2	.
> CCc1nc2ccc(C(=O)NCCc3c[nH]c4ccccc34)cn2c1N(C)Cc1ccc(N(C)C)cc1
    1	1	-10	-0.5	.	.	-1.1	.	0.5
> O=C(O)c1cccc(NC(=O)c2ccccc2NC(=O)c2cccc([N+](=O)[O-])c2)c1
    -11	-5	.	-0.4	-2	4	.	0.5	-0.1
> C[C@H](NC(=O)c1nc[nH]c1C(=O)N1CCNCC1)C(=O)OCc1ccccc1
    -2	2	-5	0.6	6	.	-1.1	0.0	0.5
> O=C(c1cccs1)n1nc(NCc2ccccc2)nc1NCc1ccccc1
    5	5	-3	-0.3	12	-1	-0.5	0.3	0.1
> O=C(COc1ccc(Cl)cc1)N1CCN(Cc2ccc([N+](=O)[O-])cc2)CC1
    -16	29	0	0.0	5	-5	-0.8	1.1	-0.8
> CCN(CC)C(=O)c1[nH]cnc1C(=O)Nc1ccccc1
    -2	1	-2	-0.8	-5	.	0.2	-0.9	1.8
> COCCCN1C(=O)c2ccc(C(=O)Nc3ccc(C)cc3C)cc2C1=O
    2	0	20	i	-5	-4	-1.0	0.2	1.4
> CCOc1ccc(NC(=O)CN(C)C(=O)Cc2sc(C)nc2-c2ccc(F)cc2)cc1OCC
    -10	11	4	i	4	.	2.1	-1.2	0.0
> CCCN(CC(=O)Nc1ccc(C(N)=O)cc1)CC(=O)Nc1ccc(Cl)cc1Cl
    2	6	0	-0.2	-22	4	0.8	-1.5	0.6
> COc1ccc([N+](=O)[O-])cc1/C=N/NC(=O)CNC(=O)C(c1ccccc1)c1ccccc1
    -7	-19	-4	-0.6	.	0	-0.8	-0.5	.
> Cc1noc(C)c1NC(=O)N(C)C[C@H]1Oc2c(cccc2N(C)C)C(=O)N([C@H](C)CO)C[C@@H]1C
    5	-3	-7	i	-2	.	0.6	-1.1	-0.5
> NC(N)=Nc1nc(CCN2C(=O)c3ccccc3C2=O)cs1
    -1	3	-2	-0.3	6	-2	-0.9	0.8	.
> COc1nccnc1NS(=O)(=O)c1ccc(NC(=O)c2ccccc2Br)cc1
    8	3	-1	-0.2	0	-1	0.4	-0.8	4.0
> COc1ccc(-c2noc(CNC(=O)c3ccoc3C)n2)cc1OC
    1	-11	-1	i	5	1	0.9	-1.0	1.9
> Cn1c(SCC(=O)Nc2ccc(NC(=O)c3cccs3)cc2)nnc1-c1ccncc1
    2	6	-5	-0.6	5	-6	-1.6	0.2	.
> COc1cc(/C=C/C(=O)OCC(=O)Nc2cccc(Oc3ccccc3)c2)ccc1O
    -4	-13	-1	-0.2	11	3	0.7	2.6	-0.2
> CC(=O)N1c2ccc(S(=O)(=O)NCCC(=O)N3CCC(C)CC3)cc2CC1C (stereo unspecified)
    -3	6	-7	i	2	3	-0.8	0.1	1.3
> O=C(O)c1cccc(S(=O)(=O)N2CCC(Cc3ccccc3)CC2)c1
    -9	2	-1	-0.4	-1	3	-2.7	-3.0	-0.5
> CCC(C)N1CC23C=CC(O2)C(C(=O)OC)C3C1=O (stereo unspecified)
    -2	-11	-6	i	-8	2	-0.3	0.0	0.4
> C[n+]1ccc(C(=O)NCc2ccccc2)cc1
    .	0	7	2.5	-8	8	-2.5	0.0	.
> Oc1ccc(/C=N/Nc2ccnc3cc(Cl)ccc23)c(O)c1O
    -4	-38	-3	-0.4	.	0	0.9	22	0.6
> Cc1cc2c(cc1C)[n+](C)cn2CC(O)COCC1CC=CCC1 (stereo unspecified)
    -2	9	-1	-0.3	9	1	0.0	1.3	0.7
> CCOc1cc(Cl)c(CNCCCN2CCOCC2)cc1OC
    -10	-4	9	2.4	-8	-2	2.8	0.9	1.0
> N/C(=N\OC(=O)Cc1cccs1)c1ccc([N+](=O)[O-])cc1
    -5	-2	-3	-0.4	.	3	-0.6	-1.1	.
> Cc1nc(SCC(=O)NC(=O)NCc2ccco2)nc(C)c1C
    8	0	-7	-1.0	-1	4	-0.4	0.7	-1.0
> Cc1ccc(C(=O)N2CCC(n3nccc3NC(=O)C3CCOC3)CC2)cc1 (stereo unspecified)
    0	5	0	i	4	2	-1.4	-1.5	1.0
> O=C(CSc1nnc(C2CC2)n1Cc1ccccc1)c1ccc(S(=O)(=O)N2CCOCC2)cc1
    7	22	-8	i	3	2	-1.6	-0.1	.
> C#CC1(O)CCC2C3CCC4=CC(=O)CCC4=C3C=CC21C (stereo unspecified)
    -5	9	4	i	-1	.	0.3	-1.4	-1.2
> CCCn1c(=O)[nH]c(=O)c2c(C(=O)OCC)cc(-c3cccs3)nc21
    -1	-4	-1	0.3	2	1	-0.4	-0.8	0.6
> CC1(c2ccccc2)NC(=O)N(CC(=O)NCCN2C(=O)S/C(=C\c3cccnc3)C2=O)C1=O (stereo unspecified)
    -45	4	-2	0.9	2	.	-0.4	0.5	0.5
> COc1ccc(-c2cc(=O)c3c(OC)c(OC)c(OC)c(OC)c3o2)cc1
    4	27	9	-0.3	0	.	-0.6	1.7	0.9
> O=C1C(Cl)=C(N2CCOCC2)C(=O)N1c1ccccc1
    -5	11	0	i	-2	-5	0.6	0.9	.
> COC(=O)C1=C(c2ccc(F)cc2F)C[C@@H]2CC[C@H]1N2C(=O)NCc1ccc(C(F)(F)F)cc1
    20	3	-2	i	-11	.	0.4	1.1	4.7
> O=C(CN1CCCCC1)c1ccc(OC(F)F)cc1
    -8	-6	-1	-3.1	-8	-3	1.2	0.2	-0.3
> COc1ccc(CCNC(=S)N2CCN(S(=O)(=O)c3ccc(Cl)cc3)CC2)cc1
    10	10	4	-0.1	-6	-5	-0.1	0.7	0.0
> Cc1ccc([N+](=O)[O-])c(C)[n+]1C
    -11	1	-3	i	6	1	1.5	-1.6	-0.1
> CC1(C)CC(CC(=O)O)C(=O)O1 (stereo unspecified)
    -2	10	-5	-0.2	-12	-3	0.1	1.6	.
> O=C(CCC(=O)N1CCN(c2ccccn2)CC1)c1cccs1
    4	4	-1	-2.3	-4	.	-0.3	-1.3	-4.9
> Fc1cccc(F)c1/C=C/c1ccc2ccccc2n1
    -7	20	-1	-0.6	-76	1	-0.2	-0.1	.
> Cn1c(CS(=O)Cc2c(Cl)cccc2Cl)nnc1SCc1c(Cl)cccc1Cl (stereo unspecified)
    -5	12	-2	0.2	-2	-5	-0.6	0.1	2.0
> Nc1ccccc1-n1c(=O)n(Cc2ccccc2F)c(=O)c2[nH]cnc21
    15	-6	-6	-1.0	-7	3	-3.1	-2.0	0.3
> O=S(=O)([O-])C(c1ccccc1)[n+]1ccccc1 (stereo unspecified)
    1	-3	-4	-0.9	-16	.	-0.4	3.5	1.3
> CC1CN(C(=O)Cn2cc(S(=O)(=O)CC(=O)N(C)c3ccccc3)c3ccccc32)CC(C)O1 (stereo unspecified)
    0	2	-3	i	-6	-3	-0.5	-0.3	0.2

Some of these compounds in order of length of the SMILES, high to low.
The line under a structure holds: PrPC surface inh	Yp Topo-I inh	Anthrax LF prot	BH1578 lux ind	SSB-PriA inh	3CLpro inhibitor	BoNT A protease	PfHsp40 yeast	TcdB GH inh
> Cc1noc(-c2ccc(Cl)cc2)c1C(=O)O/N=C(\N)c1ccc(C(C)(C)C)cc1
    -4	-8	2	-0.4	i	-4	0.7	0.2	-0.8
> CCC(=O)NC(=S)Nc1ccc(NC(=O)COc2ccccc2)cc1
    7	8	0	1.4	9	4	0.1	0.7	0.9
> CC1(C)CC(CC(=O)O)C(=O)O1 (stereo unspecified)
    -2	10	-5	-0.2	-12	-3	0.1	1.6	.

(listing goes on)
The line under a structure holds: PrPC surface inh	Yp Topo-I inh	Anthrax LF prot	BH1578 lux ind	SSB-PriA inh	3CLpro inhibitor	BoNT A protease	PfHsp40 yeast	TcdB GH inh
> Cc1ccc(CNC(=O)CCS(=O)(=O)c2cc3c(cc2Cl)NC(=O)CO3)cc1
    11	-3	1	i	-5	-1	-0.1	-0.4	-1.5
> CC(=O)Nc1ccc(NC(=O)C2Cc3c(-c4cccc(NC(C)=O)c4)ccnc3O2)cc1 (stereo unspecified)
    6	0	4	0.1	.	.	0.5	.	-0.3
> CC(Sc1nnc(-c2ccco2)o1)C(=O)NCCC1=CCCCC1 (stereo unspecified)
    -9	-2	-5	-0.3	4	6	1.0	0.6	0.6
> CC(C)(C)n1nnnc1C(c1cccs1)N(Cc1ccccc1)Cc1cccnc1 (stereo unspecified)
    1	30	-2	16	-5	-5	-0.5	-0.7	.
> CC(Oc1ccccc1)C(=O)OCC(=O)Nc1ccc2c(c1)OCO2 (stereo unspecified)
    7	1	3	.	-3	.	0.0	-0.4	0.8
> CSc1ccccc1C(=O)NCCSC(C)(C)C
    -3	-1	0	-0.4	-3	-1	-2.7	-1.1	.
> CCOC(=O)C(CC)Sc1ncnc2c1nnn2-c1ccc(F)cc1 (stereo unspecified)
    3	5	-11	-0.2	5&-10	5	-0.6	0.1	.
> COc1ccccc1-c1ccc2c(c1)O[C@@H](CN(C)C(=O)Nc1cccc(F)c1)[C@H](C)CN([C@H](C)CO)S2(=O)=O
    7	19	0	-0.4	.	.	-0.1	.	2.3&-0.1&-0.5
> O=c1[nH]c(Cc2ccccc2)nc2c1oc1ccccc12
    5	-4	-1	i	2	-6	0.4	-1.0	.
> COc1cccc(C(=O)O[C@@H]2[C@H](Cc3ccccc3)NS(=O)(=O)[C@H]3C[C@@H]4C=C[C@]23O4)c1
    2	13	-4	i	-5	.	-0.7	-0.6	1.6

Screens (PubChem BioAssay)

Some of the compounds tested, so the mix of outcomes need not match the whole.
